# Screening results deposited in PubChem by several laboratories.
# T cell modulator = modulates CD8 T cell binding to vesicles | 2C CD8+ T cell-vesicle binding, flow cytometry; hits give low values | calls only at 7 µM | 330,000 compounds, 0.068% hits | AID 2052;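 active = response, share of CD8 T cells binding vesicles, and their 90th percentile fluorescence all below set limits, cut at about 80% in these data, passing the limit was not always enough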
#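 Also added: QL9-peptide-loaded Drosophila micro-vesicles bearing Ld, ICAM-1 and B7-1; Test system: purified 2C TCR transgenic mouse naive CD8+ T cells; Measured by: cytometric PE anti-B7-1 and Alexa647 anti-CD8 signals after 1% paraformaldehyde fixation; Timing: binding step 1.5 h, 37 °C, antibody labelling 20 min, ice.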
# West Nile virus CPE = inhibition of WNV-induced cytopathic effect – cell-based, CPE readout (AID 1621); West Nile virus-infected cells, CPE inhibition; higher % means a stronger effect; CPE inhibition, % at 10 µM, or IC50 in µM where a hit was titrated; 290,000 compounds, 0.02% hits; in the data active = a potency from the dose series; inconclusive = CPE inhibition mostly from about 3.7% at the one dose, without a potency; inactive = the rest, 99 in 100 with CPE inhibition below about 2.2%; also: strong numbers were not always called active
# NTR1 ag = NTR1-driven beta-arrestin-GFP spot formation – imaging, U2OS cells, high content, primary screen (AID 493036); agonist mode; P30989; activation, % at 20 µM; 330,000 compounds, 0.17% hits;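 active = activation at or above 40% of the spot to cytoplasm intensity ratio, with at least 20 cells analyzed; inconclusive = wells under 20 cells, flagged as cytotoxic or low count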;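 also: 0% = DMSO without peptide and 100% = 100 nM NTR1 peptide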
# Target sequence (P30989 whole entry, looked up): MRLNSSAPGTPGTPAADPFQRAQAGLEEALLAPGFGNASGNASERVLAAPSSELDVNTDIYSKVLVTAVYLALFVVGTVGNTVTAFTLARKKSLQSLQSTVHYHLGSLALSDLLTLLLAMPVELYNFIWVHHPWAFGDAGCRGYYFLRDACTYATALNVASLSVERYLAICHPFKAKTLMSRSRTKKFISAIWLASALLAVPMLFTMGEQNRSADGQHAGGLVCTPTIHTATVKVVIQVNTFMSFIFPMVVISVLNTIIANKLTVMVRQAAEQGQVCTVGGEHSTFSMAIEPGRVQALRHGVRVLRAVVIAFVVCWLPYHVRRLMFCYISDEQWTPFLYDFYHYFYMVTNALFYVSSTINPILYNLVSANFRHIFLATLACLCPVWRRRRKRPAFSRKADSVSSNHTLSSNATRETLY
# PhoP inhibition = PhoP-dependent GFP reporter repression – Salmonella Typhimurium, primary screen (AID 1863); inhibition, % at 50 µM, or IC50 in µM where a hit was titrated; 300,000 compounds, 0.16% hits; S. Typhimurium PhoP-regulated promoter GFP reporter, 4 h; higher % means a stronger effect;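 active = inhibition over 29.93%, a cutoff 3 SD above the screen mean, later confirmed by dose response; inconclusive = inhibition over 29.93% but no dose response follow-up; inactive = inhibition at most 29.93% or unconfirmed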;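 also: 0% = low Mg2+ inducing control and 100% = high Mg2+ repressing control; strong numbers were not always called active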
# KOR beta-arrestin-1 = KOR antagonists, beta-arrestin recruitment, cell-based, luminescence, uHTS (AID 1778); KOR beta-arrestin recruitment, luminescence, antagonist mode; higher % means a stronger effect; inhibition, % at 10 µM, or IC50 in µM where a hit was titrated; 290,000 compounds, 0.091% hits; in the data active = inhibition above about 50%; also: strong numbers were not always called active
# GPR55 activation = selective activators of receptor GPR55 – imaging, U2OS cells, beta-arrestin-GFP redistribution, primary screen (AID 1961); 290,000 compounds, 0.048% hits; activation, % at 10 µM, or EC50 in µM where a hit was titrated; U2OS GPR55 beta-arrestin-GFP redistribution imaging; higher % means a stronger effect;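 active = activation above 40% with more than 50 cells counted in the well; inconclusive = wells holding fewer than 50 cells, flagged as toxic or sparse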;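 also: U2OS osteosarcoma cells stably expressing GPR55 and beta-arrestin-GFP; plate controls were DMSO negative control for no effect and LPI positive control for full effect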
# GPR55 antagonists = GPR55 antagonists blocking LPI-driven arrestin recruitment, primary screen, imaging, U2OS, beta-arrestin-GFP, LPI agonist (AID 2013); U2OS GPR55 beta-arrestin-GFP translocation imaging, LPI antagonism; higher % means a stronger effect; inhibition, % at 10 µM, or IC50 in µM where a hit was titrated; 290,000 compounds, 0.13% hits;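 active = spots per cell inhibited over 60%, with over 100 cells counted and total cytoplasm intensity under 500,000; inconclusive = wells with under 100 cells, flagged as likely toxic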;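 also: U2OS cells stably carrying GPR55 and arrestin-GFP stimulated by 5 µM LPI near EC80; imaged beta-arrestin-GFP aggregate spots per cell after agonist stimulation; plate controls were LPI-stimulated DMSO wells for no effect and DMSO wells without LPI for full effect; some results filed as inactive read as strong as hits; confirmed hits need IC50 under 10 µM and bright autofluorescent wells are also inconclusive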
# GPR35 arrestin U2OS = inhibition of zaprinast-stimulated GPR35 beta-arrestin translocation – imaging, U2OS, beta-arrestin-GFP, zaprinast agonist, primary screen (AID 2058) | U2OS GPR35 beta-arrestin-GFP translocation imaging, zaprinast antagonism; higher % means a stronger effect | one-dose inhibition, % at 10 µM; IC50 in µM for titrated hits | 290,000 compounds, 0.052% hits;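 active = inhibition of at least 50% with at least 30 cells and total cytoplasm GFP at most 10,000,000; inconclusive = under 30 cells or total GFP of 10,000,000 plus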
# KOR beta-arrestin-2 = kappa opioid receptor activators – cell-based, luminescence, uHTS, primary screen (AID 1777) | activation, % at 10 µM; hits with a dose series show EC50 in µM | 280,000 compounds, 0.02% hits | KOR beta-arrestin recruitment, luminescence; higher % means a stronger effect; in the data active = activation above about 50%, passing the limit was not always enough; also: a part of the inactive calls stands beside numbers as strong as those of hits
# T cell modulator vesicle-bound % = also measured in T cell modulator; calls as there; double positive events, %; measured here: CD8+ vesicle-bound cell fraction;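 binding gate set so that unloaded-vesicle control wells show 10% double positive cells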
# NTR1 ag cell count 20 µM = further read-out of NTR1 ag, marked with its call; cell count; measured here: cell count, cytotoxicity flag
# * hit, by the source's call; i = inactive; ? = inconclusive; · = no result given; [ ] = remark or other dose.
1) CCN(CC)c1ccc(C(NC(C)=O)NC(C)=O)cc1
2) CCCCN(C)CCNC(=S)Nc1ccc2nc(N3CCN(CC)CC3)cc(C)c2c1
3) CCOc1ccccc1-n1c(SCC(=O)Nc2ccccc2C(=O)O)nc2ccccc2c1=O
4) O=C(c1cnccn1)N(Cc1cccs1)C1(C(=O)NC2CCCC2)CCCCC1
5) COc1ccc(NC(=O)CSc2nnc(-c3ccccn3)n2N)cc1
6) C/C(CC(=O)Nc1ccc2c(c1)OCO2)=N\NC(=O)OC(C)(C)C
7) COc1ccc(S(=O)(=O)N2CCC(C(=O)N3CCc4ccccc4C3)CC2)cc1C
8) C/C(=N\NC(=O)c1ccccc1)c1ccc2c(c1)OCO2

screen / no.,1,2,3,4,5,6,7,8
T cell modulator,i,i,i,i,i,i,i,i
T cell modulator vesicle-bound %,58,23,25,3,50,14,29,54
West Nile virus CPE,-0.1%,66%,0.5%,-1.2%,0.1%,1.2%,0.6%,-0.3%
NTR1 ag,-1.1,-1.1,-0.4,1.3,-3.0,0.1,0.2,2.8
NTR1 ag cell count 20 µM,77,93,47,53,97,42,57,83
PhoP inhibition,-6%,1%,-4%,10%,9%,-8%,-6%,38%
KOR beta-arrestin-1,14%,-17%,9%,15%,11%,-21%,12%,10%
GPR55 activation,-0.3%,-0.1%,0.2%,0.3%,-0.4%,0.1%,0.2%,-0.1%
GPR55 antagonists,-2%,20%,9%,14%,4%,-2%,12%,2%
GPR35 arrestin U2OS,1%,14%,-7%,1%,8%,2%,-2%,1%
KOR beta-arrestin-2,-8.7%,-4.2%,-2.5%,30%,-6.2%,-1.5%,3.4%,-7.7%

9) COc1ccc(CC(NC(C)=O)C(=O)NC2CCN(C(=O)C3CCCCC3)CC2)c(OC)c1 (stereo unspecified)
10) Cc1ccc(Cn2c(N3CCN(CCO)CC3)nc3c2c(=O)n(C)c(=O)n3C)cc1
11) CN(C(=O)c1ccc2c(=O)n3c(nc2c1)CCCCC3)c1ccccc1
12) CCc1ccc2oc(C(=O)NCC(c3ccc(OC)cc3)N3CCCCC3)c(C)c2c1 (stereo unspecified)
13) Cn1nccc1NS(=O)(=O)c1ccc(NC(=O)C(F)(F)F)cc1
14) CCOC(=O)Cn1c(=NC(=O)c2cc(-c3cccs3)nc3ccccc23)sc2cc(S(N)(=O)=O)ccc21
15) CCn1c(CSc2nc(C)cs2)nc2cc(S(=O)(=O)N(C)C)ccc21
16) O=C(c1cc2c(s1)CCCC2)n1cccn1

screen / no.,9,10,11,12,13,14,15,16
T cell modulator,i,i,i,i,i,i,i,i
T cell modulator vesicle-bound %,9,22,13,38,21,14,22,18
West Nile virus CPE,-0.6%,-0.4%,-0.1%,?,1.4%,3.3%,-0.6%,0.0%
NTR1 ag,0.1,-1.8,0.2,14,-0.8,4.1,-0.8,4.2
NTR1 ag cell count 20 µM,50,49,65,64,59,52,96,42
PhoP inhibition,4%,-3%,-1%,16%,8%,5%,10%,-5%
KOR beta-arrestin-1,-8%,2%,2%,-8%,17%,-17%,13%,24%
GPR55 activation,-0.2%,0.0%,-0.5%,2.0%,0.2%,-0.2%,0.3%,-0.1%
GPR55 antagonists,7%,1%,12%,30%,0%,17%,28%,-4%
GPR35 arrestin U2OS,17%,8%,-12%,12%,-8%,-10%,12%,-7%
KOR beta-arrestin-2,1.6%,0.0%,-8.4%,-0.4%,1.0%,8.4%,2.0%,-0.7%

# Two entries from above, with two lines to a compound.
# Each structure is followed by: T cell modulator, T cell modulator vesicle-bound %, West Nile virus CPE, NTR1 ag, NTR1 ag cell count 20 µM, PhoP inhibition, KOR beta-arrestin-1, GPR55 activation, GPR55 antagonists, GPR35 arrestin U2OS, KOR beta-arrestin-2
14	CCOC(=O)Cn1c(=NC(=O)c2cc(-c3cccs3)nc3ccccc23)sc2cc(S(N)(=O)=O)ccc21
  i, 14, 3.3%, 4.1, 52, 5%, -17%, -0.2%, 17%, -10%, 8.4%
15	CCn1c(CSc2nc(C)cs2)nc2cc(S(=O)(=O)N(C)C)ccc21
  i, 22, -0.6%, -0.8, 96, 10%, 13%, 0.3%, 28%, 12%, 2.0%

# Further results.
17) OC(CN1CCCCC1)Cn1c2ccc(Cl)cc2c2cc(Cl)ccc21 (stereo unspecified)
18) COc1ccc(Cc2noc(-c3ccc([N+](=O)[O-])cc3)n2)cc1OC
19) CCC(=O)c1ccc(OCC(O)Cn2nc(C)c(Br)c2C)cc1 (stereo unspecified)
20) O=C(c1ccccc1[N+](=O)[O-])N1CC2C3C=CC(C3)C2C1 (stereo unspecified)
21) Cc1ccc2c(COC(=O)c3n[nH]c4ccccc34)cc(=O)oc2c1
22) C[C@@H]1CCC2[C@](C)(CO)[C@@H](O)CC[C@]2(C)[C@@]12CCC(CO)(CCO)O2 (stereo partly specified)
23) Cc1ccc(CCNC(=O)C2CCCN(S(=O)(=O)c3c(C)noc3C)C2)cc1 (stereo unspecified)
24) CCc1cc2c(cc3c(=O)n(CC(=O)NCCCN(CC)CC)nc(CC)n32)s1

screen / no.,17,18,19,20,21,22,23,24
T cell modulator,i,i,i,i,i,i,i,i
T cell modulator vesicle-bound %,10,30,22,55,32,54,14,39
West Nile virus CPE,-2.6%,-1.3%,-0.2%,1.3%,-0.1%,0.6%,-0.5%,-0.4%
NTR1 ag,30,2.1,0.8,1.1,13,-2.0,-2.1,-0.7
NTR1 ag cell count 20 µM,87,55,50,66,80,93,44,92
PhoP inhibition,3%,-17%,-1%,4%,-15%,0%,33%,0%
KOR beta-arrestin-1,-53%,6%,-1%[20 µM],15%,-7%,-1%,-11%,-4%
GPR55 activation,-0.1%,-0.1%,-0.1%,0.1%,0.3%,0.0%,-0.2%,-0.1%
GPR55 antagonists,-2%,-14%,-12%,13%,-1%,-2%,5%,0%
GPR35 arrestin U2OS,14%,1%,8%,-9%,2%,1%,8%,-16%
KOR beta-arrestin-2,1.6%,1.1%,-5.8%,-0.3%,25%,-1.9%,0.1%,-3.1%

25) CCOc1ccc2oc(C(=O)N3CCN(c4ccccn4)CC3)c(C)c2c1
26) CC1CCc2c(sc3[nH]c(=S)n(C)c(=O)c23)C1 (stereo unspecified)
27) O=C(NNS(=O)(=O)c1ccc(F)cc1)c1cc2ccccc2cc1O
28) CN1CCN(C(=O)c2cnn(-c3ccccc3)c2NC(=O)c2ccccc2Br)CC1
29) Cc1cc(NC(=O)c2ccc(S(=O)(=O)N3CCCC3)cc2)nc2c1c(=O)oc1ccccc12
30) COc1ccc(NC(=S)N/N=C/c2ccc(F)c(F)c2)cc1
31) CCNC(=O)/C=C1\NC(C)(C)Cc2c1ccc1ccccc21
32) CSCCC(=O)Nc1nc(-c2ccccn2)cs1

screen / no.,25,26,27,28,29,30,31,32
T cell modulator,i,i,i,i,·,i,i,·
T cell modulator vesicle-bound %,13,26,27,14,·,21,16,·
West Nile virus CPE,-0.5%,0.4%,-0.2%,0.7%,-0.1%,-0.3%,-0.3%,-0.8%
NTR1 ag,1.4,2.8,0.6,0.5,·,3.8,1.3,·
NTR1 ag cell count 20 µM,68,93,63,35,·,57,43,·
PhoP inhibition,2%,-7%,-2%,-4%,-7%,-3%,10%,1%
KOR beta-arrestin-1,-9%,8%,9%,-23%,-44%,28%,-34%,-5%
GPR55 activation,-0.2%,-0.2%,-0.1%,0.1%,-0.1%,0.0%,0.0%,-0.5%
GPR55 antagonists,14%,-2%,2%,3%,-10%,1%,10%,0%
GPR35 arrestin U2OS,6%,-16%,8%,4%,-18%,-10%,-1%,-11%
KOR beta-arrestin-2,5.3%,-1.1%,-1.4%,0.1%,10%,2.1%,-5.4%,4.4%

33) CCn1nccc1C(=O)Nc1ccc(C(=O)OC(C)C)cc1
34) C=CCN(CC=C)C(=O)C1CCN(S(=O)(=O)c2ccc(N3CCCC3=O)cc2)CC1
35) O=S(=O)(c1ccc(Cl)cc1)N1CCCC1c1nc(-c2cccc(Cl)c2)no1 (stereo unspecified)
36) COc1cc(S(=O)(=O)N2CCN(c3ccccc3)CC2)ccc1Cl
37) CCCOc1ccccc1NC(=O)CC1Nc2ccccc2NC1=O (stereo unspecified)

screen / no.,33,34,35,36,37
T cell modulator,i,i,i,i,i
T cell modulator vesicle-bound %,54,27,60,44,43
West Nile virus CPE,-0.9%,-0.7%,-0.8%,-1.2%,-0.1%
NTR1 ag,2.0,-0.7,-0.7,1.8,3.6
NTR1 ag cell count 20 µM,76,46,75,52,79
PhoP inhibition,6%,-1%,-7%,12%,-2%
KOR beta-arrestin-1,-37%[20 µM],-29%,-5%,24%,26%
GPR55 activation,0.0%,0.3%,-0.3%,0.2%,-0.1%
GPR55 antagonists,-1%,0%,9%,-2%,0%
GPR35 arrestin U2OS,-10%,3%,-9%,4%,1%
KOR beta-arrestin-2,1.3%,1.6%,-3.4%,8.7%,-2.5%

# Gathered by group: the compounds so far with fluorine.
13) Cn1nccc1NS(=O)(=O)c1ccc(NC(=O)C(F)(F)F)cc1
27) O=C(NNS(=O)(=O)c1ccc(F)cc1)c1cc2ccccc2cc1O
30) COc1ccc(NC(=S)N/N=C/c2ccc(F)c(F)c2)cc1

screen / no.,13,27,30
T cell modulator,i,i,i
T cell modulator vesicle-bound %,21,27,21
West Nile virus CPE,1.4%,-0.2%,-0.3%
NTR1 ag,-0.8,0.6,3.8
NTR1 ag cell count 20 µM,59,63,57
PhoP inhibition,8%,-2%,-3%
KOR beta-arrestin-1,17%,9%,28%
GPR55 activation,0.2%,-0.1%,0.0%
GPR55 antagonists,0%,2%,1%
GPR35 arrestin U2OS,-8%,8%,-10%
KOR beta-arrestin-2,1.0%,-1.4%,2.1%
